Screens (PubChem BioAssay)
Pol eta inh – inhibitors of human DNA polymerase eta. Q9Y253. recombinant Pol eta, fluorescent DNA replication assay. Potency, µM (top dose mostly 114 µM), inactives show at the top dose activity change, negative = inhibition, most hits filed as inhibitors. hit rate 1.2% among 390,000. AID 588591; also: % is scaled to controls: 0 for no effect and ±100 for the full control effect
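Fluorescent replication assay: 50 nM final substrate added after a 15 min room-temperature compound preincubation with 10 nM enzyme. Signal taken at 0 min and again at 10 min.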
BLM helicase inh – Bloom syndrome helicase (human) inhibition; hit rate 0.2% among 350,000; recombinant BLM DNA unwinding, fluorescence dequenching; Potency, µM (highest dose often 56.1 µM), without a hit: top-dose activity change, negative = inhibition, hits mostly inhibitors; AID 2528;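 also: plate controls were vehicle for no effect and no enzyme for full effect; nearly all actives have a fitted effect of over 35% in size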
Anesthetic bind – binds horse apoferritin like a general anesthetic. P02791. apoferritin/1-aminoanthracene competitive binding, fluorescence. Potency, µM (doses to about 77.5 µM), inactives show at the top dose activity change, negative = displacement, actives largely listed as inhibitors. hit rate 0.074% among 350,000. AID 485281; also: % is scaled to controls: 0 for no effect and ±100 for the full control effect; nearly all actives have a fitted effect of over 20% in size
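Read-out: endpoint 1-AMA fluorescence, excitation 380 nm and emission 535 nm, after compounds sit 10 min at room temperature with 10 uM horse-spleen apoferritin in 50% saturated 1-AMA/PBS. Values come from four-parameter Hill fits.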
G9a block – G9a (human) methyltransferase inhibition; AID 504332; hit rate 8.8% among 350,000; G9a H3K9 monomethylation, AlphaScreen, 2 h; Potency, µM (titrated, usually from 102 µM), for the others: top-dose activity, negative = inhibition, usual class: inhibitors; also: % is scaled to controls: 0 for no effect and ±100 for the full control effect; nearly all actives have a fitted effect of over 75% in size
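G9a (20 nM) preincubated 15 min RT with compounds, then 500 nM biotinylated H3K9 peptide and 20 uM SAM added; 2 h RT reaction. Monomethyl-H3K9 product detected by AlphaScreen with anti-H3K9me1 antibody, streptavidin donor and anti-rabbit IgG acceptor beads.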
APEX1 inh – blocks human APE1 abasic DNA cleavage | recombinant APE1, TAMRA/BHQ-2 abasic DNA cleavage fluorescence | Potency, µM (highest dose often 65.8 µM), for inactives: at the highest dose activity change, negative = inhibition, hits mostly inhibitors | hit rate 0.35% among 350,000;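 also: plate controls were vehicle for no effect and reference inhibitor for full effect; nearly all actives have a fitted effect of over 55% in size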
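APE1 at 0.75 nM preincubated 15 min at room temperature with compound. Reaction then started with 50 nM double-stranded THF-abasic substrate labelled with TAMRA/BHQ-2, and 525/598 nm fluorescence read kinetically. Activity taken as third-minus-first read difference, normalized to DMSO and NSC13755 controls.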
Pol beta inh – blocks human DNA polymerase beta activity; hit rate 1.3% among 340,000; Potency, µM (doses to about 114 µM), inactives show top-dose activity change, negative = inhibition, hits mostly inhibitors; Pol beta primer extension/strand displacement, fluorescence kinetic; P06746; also: % is scaled to controls: 0 for no effect and ±100 for the full control effect
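10 nM enzyme + cpd, 15 min RT; start with substrate 50 nM final; read 0 min and after 10 min RT. Corrected, normalized data; 4-parameter Hill curve fit.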
POLI inh – inhibitors of human DNA polymerase iota | AID 588590 | Q9UNA4 | Potency, µM (highest dose often 115 µM), for inactives: at the top dose activity, negative = inhibition, hits mostly inhibitors | Pol iota fluorescent replication assay, 10 min | hit rate 1% among 390,000
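Fluorescent replication assay read twice, at 0 min and 10 min after adding 50 nM (final) substrate. Enzyme (10 nM) and compounds were first incubated 15 min at room temperature; enzyme-free buffer wells were negative controls.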
Pol kappa inh – inhibitors of human DNA polymerase kappa; Q9UBT6; purified Pol kappa, fluorescent DNA synthesis assay, 10 min; Potency, µM (highest dose often 107 µM), without a hit: at the highest dose activity, negative = inhibition, usual class: inhibitors; hit rate 0.53% among 400,000; AID 588579; also: % is scaled to controls: 0 for no effect and ±100 for the full control effect
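Readout: fluorescence, taken kinetically at 0 and 10 min. Conditions: 10 nM Pol kappa, 15 min RT compound preincubation, 50 nM substrate final. Controls: enzyme-free buffer wells.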
BAZ2B block – BAZ2B (human) inhibition; Potency, µM (doses to about 114 µM), for inactives: at the highest dose activity change, negative = inhibition, most hits filed as inhibitors; AlphaScreen BAZ2B-H3K14Ac peptide displacement; hit rate 4.4% among 360,000; Q9UIF8; AID 504333; also: % is scaled to controls: 0 for no effect and ±100 for the full control effect; nearly all actives have a fitted effect of over 60% in size
Target sequence (Q9UIF8 whole entry, looked up): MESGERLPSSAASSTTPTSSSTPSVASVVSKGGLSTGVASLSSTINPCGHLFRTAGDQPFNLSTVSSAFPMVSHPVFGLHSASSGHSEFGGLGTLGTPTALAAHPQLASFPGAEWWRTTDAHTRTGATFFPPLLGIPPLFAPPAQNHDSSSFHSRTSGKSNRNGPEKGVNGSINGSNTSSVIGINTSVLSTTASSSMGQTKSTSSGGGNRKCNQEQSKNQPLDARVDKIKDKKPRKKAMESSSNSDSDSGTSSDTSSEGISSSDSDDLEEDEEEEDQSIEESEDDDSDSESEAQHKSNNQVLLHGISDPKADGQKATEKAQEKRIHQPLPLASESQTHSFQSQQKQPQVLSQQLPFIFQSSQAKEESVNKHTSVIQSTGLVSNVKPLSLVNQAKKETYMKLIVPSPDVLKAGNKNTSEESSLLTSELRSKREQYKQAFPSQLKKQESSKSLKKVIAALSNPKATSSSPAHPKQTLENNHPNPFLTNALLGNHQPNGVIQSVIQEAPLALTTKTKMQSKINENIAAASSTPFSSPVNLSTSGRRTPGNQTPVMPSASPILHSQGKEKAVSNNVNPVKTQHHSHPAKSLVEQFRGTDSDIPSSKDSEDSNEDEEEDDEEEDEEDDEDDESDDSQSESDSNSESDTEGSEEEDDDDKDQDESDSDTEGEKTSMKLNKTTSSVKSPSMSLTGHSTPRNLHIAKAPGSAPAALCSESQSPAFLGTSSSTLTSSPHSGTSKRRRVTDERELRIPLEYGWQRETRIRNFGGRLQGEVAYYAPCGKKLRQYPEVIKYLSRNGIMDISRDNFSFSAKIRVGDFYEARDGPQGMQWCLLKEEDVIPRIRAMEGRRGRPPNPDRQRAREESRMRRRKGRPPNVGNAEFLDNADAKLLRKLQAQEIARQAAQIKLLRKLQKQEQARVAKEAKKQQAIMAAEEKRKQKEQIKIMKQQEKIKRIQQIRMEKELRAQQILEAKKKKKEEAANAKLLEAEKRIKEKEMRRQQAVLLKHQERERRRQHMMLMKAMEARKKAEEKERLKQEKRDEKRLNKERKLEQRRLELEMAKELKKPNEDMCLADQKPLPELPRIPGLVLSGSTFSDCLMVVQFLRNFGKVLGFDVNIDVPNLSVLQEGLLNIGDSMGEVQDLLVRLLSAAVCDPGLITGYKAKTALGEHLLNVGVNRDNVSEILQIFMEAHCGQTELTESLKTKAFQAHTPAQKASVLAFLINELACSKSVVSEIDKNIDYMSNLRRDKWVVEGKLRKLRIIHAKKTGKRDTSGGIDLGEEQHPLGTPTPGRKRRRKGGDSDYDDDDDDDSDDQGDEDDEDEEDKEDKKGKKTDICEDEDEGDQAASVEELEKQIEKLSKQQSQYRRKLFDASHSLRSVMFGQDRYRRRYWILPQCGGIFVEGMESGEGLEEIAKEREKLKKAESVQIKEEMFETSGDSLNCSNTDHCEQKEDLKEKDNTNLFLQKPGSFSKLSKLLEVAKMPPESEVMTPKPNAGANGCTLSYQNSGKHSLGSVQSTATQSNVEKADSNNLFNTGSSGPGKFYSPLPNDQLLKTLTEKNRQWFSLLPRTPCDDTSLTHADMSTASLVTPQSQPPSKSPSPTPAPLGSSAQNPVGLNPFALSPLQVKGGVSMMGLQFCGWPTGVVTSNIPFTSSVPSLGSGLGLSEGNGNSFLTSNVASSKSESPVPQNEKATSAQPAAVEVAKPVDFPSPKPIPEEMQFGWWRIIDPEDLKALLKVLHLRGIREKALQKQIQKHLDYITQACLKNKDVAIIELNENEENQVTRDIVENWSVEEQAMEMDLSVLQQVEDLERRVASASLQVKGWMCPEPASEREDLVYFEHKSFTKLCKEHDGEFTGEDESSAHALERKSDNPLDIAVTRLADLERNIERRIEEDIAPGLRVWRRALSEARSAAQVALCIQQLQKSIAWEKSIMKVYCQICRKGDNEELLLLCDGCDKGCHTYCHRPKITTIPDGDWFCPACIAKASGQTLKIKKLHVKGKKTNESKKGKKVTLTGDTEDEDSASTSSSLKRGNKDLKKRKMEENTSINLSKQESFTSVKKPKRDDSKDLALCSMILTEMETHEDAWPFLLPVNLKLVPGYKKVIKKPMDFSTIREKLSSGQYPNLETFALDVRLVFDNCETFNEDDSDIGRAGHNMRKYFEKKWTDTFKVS
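Compounds, titrated to a top concentration of 110 uM, were incubated 30 min at room temperature with preformed BAZ2B/acetyl-K14 H3 peptide complex (50 nM each). Proximity signal was measured by AlphaScreen after 20 min with beads.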
* marks the source's active call; other numbers are inactive results; ? = inconclusive; / = not tested or not shown; [ ] = remark or other dose. Calls follow the shape of the dose curve; as a rule, active = well fitted curve in the direction sought with a large enough effect; inconclusive = small, poorly fitted or top-dose-only effect, or another doubt; inactive = no such curve, though single readings can be large; an effect the other way counts as inactive or inconclusive. Potency is read from the fitted curve at half-maximal effect. An excerpt (hit frequency here may not be typical).

1) Cc1ccsc1/C=N/N=C/c1sccc1C
2) CC(C)OP(=O)(c1ccc(N(C)C)cc1)C(O)c1c(Cl)cccc1Cl (configuration not stated)
3) Cc1ccc(/C=C/c2onc(C)c2S(=O)(=O)N2CCC(C(=O)NCc3ccco3)CC2)cc1
4) O=S(=O)(c1cccs1)n1cnc2ccccc21
5) Cc1cccc(CNC(=O)c2ccccc2NC(=O)C2=CSCCO2)c1
6) CC(C)c1nnc(NC(=O)CCC(=O)NC2CCCCC2)s1

assay / entry	1	2	3	4	5	6
Pol eta inh	-22%	-12%	0%	-18%	-14%	-12%
BLM helicase inh	-10%	-1%	0%	0%	0%	-3%
Anesthetic bind	?	-7%	-7%	-16%	-15%	-7%
G9a block	4%[0.501 µM]	2%[2.33 µM]	-3%[59 µM]	6%	33%	6%
APEX1 inh	36%	-9%	/	-3%	55%[activator]	0%
Pol beta inh	4%	-25%	8%	20%	0%	15%
POLI inh	31%	0%	2%	22%	5%	-17%[58.9 µM]
Pol kappa inh	-3%	-1%	-3%[60.1 µM]	2%	1%	0%
BAZ2B block	-31%	-3%	0%	1%	2%	0%

7) Cc1nn(-c2ccc(N3CCCC3)nn2)c(C)c1CCC(=O)N1CCN(c2ccccc2F)CC1
8) Cc1ccc(NC(=O)NC(=O)CSc2nnnn2C)c(C)c1
9) COc1ccccc1CNc1nc(-c2ccco2)nn1S(=O)(=O)c1ccc(Cl)cc1
10) c1ccc2[nH]c3cc4ncnc4cc3nc2c1
11) Cc1ccc(-c2nnn(CC(=O)N(Cc3ccccc3F)C(C(=O)NC3CCCC3)c3ccncc3)n2)o1 (configuration not stated)
12) CCc1cc(C(=O)N2CCCC(C(=O)c3cccc(OC(C)C)c3)C2)n(C)n1 (configuration not stated)

assay / entry	7	8	9	10	11	12
Pol eta inh	-17%	-9%	-20%	?	-4%	-27%
BLM helicase inh	2%	2%	-7%	-10%	-5%	-4%
Anesthetic bind	-10%	-15%	-9%	458%[activator]	-18%	-12%
G9a block	12%[59 µM]	10%	?	-17%	25µM*	33%[0.501 µM]
APEX1 inh	/	3%	/	?	2%	-3%
Pol beta inh	5%	-1%	0%	?	15%	1%
POLI inh	27%	-1%	7%	?	1%	38%[activator]
Pol kappa inh	-14%	-5%	4%	-22%	-26%	-14%
BAZ2B block	-26%	16%	-32%	-12%	2%	7%

13) O=C(c1ccc(-c2ccccc2)cc1)C1CCCN(C(=O)c2ccncc2)C1 (configuration not stated)
14) O=[N+]([O-])c1ccc(C23CC4CC(CC(O)(C4)C2)C3)cc1
15) CCOC(=O)N1CCN(C(=O)c2oc3ccc(S(=O)(=O)N4CC(C)CC(C)C4)cc3c2C)CC1 (configuration not stated)
16) CN1CCc2c(sc(NC(=O)c3cc(Cl)sc3Cl)c2C(N)=O)C1
17) COC(=O)C(C)C1Sc2ccccc2NC1=O (configuration not stated)
18) CCN(CC)c1ccc(S(=O)(=O)N2CCOCC2)cc1NC(=O)COC(=O)c1cccnc1SC

assay / entry	13	14	15	16	17	18
Pol eta inh	-8%	/	-8%	-8%	-12%	-21%
BLM helicase inh	-3%	0%	-11%	-13%	-1%	/
Anesthetic bind	0%	?	-6%	-22%	7%	/
G9a block	8%	-3%[59 µM]	26%[0.501 µM]	/	15%[12.7 µM]	-14%
APEX1 inh	7%	58%	4%	13%	15%	21%
Pol beta inh	2%	-8%	11%	0%	10%	/
POLI inh	-15%	/	14%	-14%	-2%	29%
Pol kappa inh	1%	/	-9%	-1%	5%	-5%
BAZ2B block	-1%	-21%	-29%	-5%	-7%	12%

In another format: 3 of the compounds above
cpd | SMILES | Pol eta inh | BLM helicase inh | Anesthetic bind | G9a block | APEX1 inh | Pol beta inh | POLI inh | Pol kappa inh | BAZ2B block
15 | CCOC(=O)N1CCN(C(=O)c2oc3ccc(S(=O)(=O)N4CC(C)CC(C)C4)cc3c2C)CC1 (configuration not stated) | -8% | -11% | -6% | 26%[0.501 µM] | 4% | 11% | 14% | -9% | -29%
16 | CN1CCc2c(sc(NC(=O)c3cc(Cl)sc3Cl)c2C(N)=O)C1 | -8% | -13% | -22% | / | 13% | 0% | -14% | -1% | -5%
17 | COC(=O)C(C)C1Sc2ccccc2NC1=O (configuration not stated) | -12% | -1% | 7% | 15%[12.7 µM] | 15% | 10% | -2% | 5% | -7%

Next section
19) Cn1nccc1C(=O)N1CCCC(C(=O)c2ccc(C(F)(F)F)cc2)C1 (configuration not stated)
20) CCN1CCN(c2ccc(S(=O)(=O)N3CCOCC3)cc2NC(=O)c2ccccc2OC(F)F)CC1
21) COc1cc(NC(=O)c2cc(-c3ccco3)on2)cc(OC)c1OC
22) Cn1c(=O)c2c(nc(SCCCC#N)n2Cc2ccccc2F)n(C)c1=O
23) CCOc1ccc(N(C)S(=O)(=O)c2cc(-c3cc(C)no3)ccc2CC)cc1
24) CN1CCN(S(=O)(=O)c2cc(Cl)c(Cl)cc2Cl)CC1

assay / entry	19	20	21	22	23	24
Pol eta inh	-14%	-22%	-1%	-7%	-15%	-16%
BLM helicase inh	-1%	/	-3%	4%	-9%	-7%
Anesthetic bind	4%	/	-4%	7%	109%[activator]	-17%
G9a block	17%	?	-4%	2%	44%[activator]	/
APEX1 inh	31%	-5%	14%	-2%	6%	0%
Pol beta inh	1%	/	9%	11%	-20%	3%
POLI inh	8%	29%	-16%	7%	-11%	48%[activator]
Pol kappa inh	6%	-6%	-11%	21%	-14%	2%
BAZ2B block	-20%	0%	-2%	21%	-6%	-7%

25) CCCn1cc(S(=O)(=O)c2ccccc2)c(=O)c2cc(F)c(N3CCCCCC3)cc21
26) COC(=O)c1ccc(NC(=O)c2cnc3scc(C)n3c2=O)cc1
27) COc1ccc(-n2ncc3c(N(C)C4CCCCC4)ncnc32)cc1
28) O=C(Cc1ccc(Cl)cc1)Nc1ccccc1C(=O)N1CCCCC1
29) Cc1cc(C)cc(OCCNC(=O)C2CCN(S(=O)(=O)c3ccccc3)CC2)c1
30) CCc1nc(N2CCN(C(=O)c3ccccc3)CC2)c(C#N)c2c1COC(C)(C)C2

assay / entry	25	26	27	28	29	30
Pol eta inh	2%	/	-12%	-14%	-17%	-14%
BLM helicase inh	-7%	-1%	-2%	-1%	-8%	-6%
Anesthetic bind	33%[activator]	-5%	-7%	-9%	-7%	-15%
G9a block	8%[59 µM]	/	-4%	13%	6%	-10%
APEX1 inh	/	-6%	47%[activator]	47%	16%	0%
Pol beta inh	-1%	41%	6%	0%	18%	?
POLI inh	15%	/	13%	25%	30%	11%
Pol kappa inh	-9%	/	-4%	-21%	-9%	-19%
BAZ2B block	7%	4%	-3%	-26%	-1%	-5%

Arranged by value in G9a block (falling): 4 from the list above
#	SMILES	G9a block
28	O=C(Cc1ccc(Cl)cc1)Nc1ccccc1C(=O)N1CCCCC1	13%
29	Cc1cc(C)cc(OCCNC(=O)C2CCN(S(=O)(=O)c3ccccc3)CC2)c1	6%
27	COc1ccc(-n2ncc3c(N(C)C4CCCCC4)ncnc32)cc1	-4%
30	CCc1nc(N2CCN(C(=O)c3ccccc3)CC2)c(C#N)c2c1COC(C)(C)C2	-10%

Next section.
31) CS(=O)(=O)N(CC(=O)N1CCOCC1)Cc1ccc(Cl)cc1
32) CCOC(=O)N1CCN(C(=S)NC2CCCC2)CC1
33) CCN(CC)S(=O)(=O)c1cccc(NC(=O)CSc2nc3ccccc3[nH]2)c1
34) COc1ccc(NC(=O)N/C=C/c2ccco2)cc1
35) CC(C)(C)c1ccc(NC(=O)Cn2cnc3cc([N+](=O)[O-])ccc3c2=O)cc1
36) COc1cc2c(cc1OC)CN(C(=O)Cc1ccc(OC)c(S(=O)(=O)N3CCOCC3)c1)CC2

assay / entry	31	32	33	34	35	36
Pol eta inh	-4%	-8%	-11%	45µM*	-23%	-12%
BLM helicase inh	2%	1%	-3%	3%	0%	-2%
Anesthetic bind	0%	0%	-20%	-7%	?	-5%
G9a block	15%[12.7 µM]	3%	?	10µM*	-14%	-16%
APEX1 inh	-1%	-3%	-1%	-5%	-9%	0%
Pol beta inh	-1%	4%	18%	25µM*	-20%	3%
POLI inh	2%	34%[activator]	-9%	?	29%	-1%
Pol kappa inh	-6%	-5%[60.1 µM]	-8%	?	10%	1%
BAZ2B block	-2%	-12%	-22%	?	-15%	8%

37) CC(C)(C)OC(=O)N1CCC(c2c(C(=O)N3CCN(C4CCCCC4)CC3)cnn2-c2ccc(F)cc2)CC1
38) CNC(=O)CS(=O)(=O)CC(=O)Nc1cc(OC(C)C)c(Cl)cc1Cl
39) Cc1ccc(-c2c(C(=O)O)c(C(=O)O)c3n2CCC3)cc1
40) COc1ccccc1OC(C)c1nnc(SCC(=O)Nc2c(C)n(C)n(-c3ccccc3)c2=O)n1-c1ccccc1 (configuration not stated)
41) COc1ccc(NC(=O)CC2C(=O)N(c3cccc(OC)c3)C(=O)N2Cc2ccc3c(c2)OCO3)cc1 (configuration not stated)
42) COc1cc(O)c(C(C)=O)c(CC(=O)O)c1

assay / entry	37	38	39	40	41	42
Pol eta inh	-11%	-14%	1%	5%	-21%	3.2µM*
BLM helicase inh	-2%	-3%	2%	1%	-1%	3%
Anesthetic bind	0%	-7%	-1%	-21%	-3%	-11%
G9a block	-3%	/	?	93%[activator][59 µM]	-7%[59 µM]	?
APEX1 inh	3%	12%	-1%	-4%	/	8.9µM*
Pol beta inh	8%	16%	0%	29%	6%	16µM*
POLI inh	11%	39%[activator]	-1%	54%[activator]	27%	13µM*
Pol kappa inh	-15%	4%	-4%	-3%	-23%	13µM*
BAZ2B block	-28%	-7%	-26%	0%	-7%	40µM*

43) Cn1nc(C(=O)NNC(=O)c2ccccc2F)c2ccccc2c1=O
44) COc1ccccc1NC(=O)c1c(N=Cc2cccc([N+](=O)[O-])c2)cnn1C
45) CCOc1ccc(C(O)c2nccn2C)cc1 (configuration not stated)
46) COc1ccc(C(=O)N/C(=C/c2cccs2)C(=O)NC(C)(C)C)cc1OC

assay / entry	43	44	45	46
Pol eta inh	-14%	0%	6%	-14%
BLM helicase inh	/	-2%	0%	-8%
Anesthetic bind	/	2%	-18%	-2%
G9a block	/	9%	?	-1%
APEX1 inh	27%	-1%	-5%	2%
Pol beta inh	/	-11%	6%	30%
POLI inh	20%	43%[activator]	6%	9%
Pol kappa inh	2%	-11%	-9%	10%
BAZ2B block	/	-3%	-34%	-15%
